High-throughput results from PubChem.
mIAP activ: activators of mouse IAP, primary screen, biochemical, luminescence, uHTS | activation factor at 10 µM | muIAP, CDP-Star luminescence, 30 min; stronger effect = higher value; 1 = vehicle-only enzyme signal, 0 = enzyme-free wells | AID 2805, 2010 | intestinal alkaline phosphatase [Mus musculus] | 0.24% of 330,000 active;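 active = activation factor of at least 2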; note: the source names both 10 and 20 µM as test concentration; values of inactives mirror those of a sister screen read the other way
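System: mouse IAP enzyme. Reagent: CDP-Star chemiluminescent phosphatase substrate. Benchmarks: DMSO wells, no-enzyme wells. Times: 30 min enzyme-substrate-compound incubation at room temperature. Detection: luminescence from enzymatic CDP-Star hydrolysis. Doses: test compounds delivered from DMSO solution.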
TIM10 inh: growth inhibitors of isogenic TIM10 control yeast, primary screen, counter-screen for tim10-1 yeast inhibitor project, luminescence, uHTS. S. cerevisiae TIM10 strain growth, BacTiter-Glo luminescence, 24 h. inhibition, % at 10 µM. 1.4% of 330,000 active;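 active = inhibition of 40% or more at the single tested concentration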;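 note: wild-type TIM10 isogenic control strain grown at permissive 25 °C; 0% = DMSO yeast wells and 100% = minimal medium wells without yeast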
hIAP activ: human IAP activators, primary screen, biochemical, luminescence, uHTS | 0.16% of 330,000 active | purified human IAP, CDP-Star luminescence, 30 min; stronger effect = higher value; 1 = vehicle-only enzyme, 0 = enzyme-free background | activation factor at 10 µM;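 active = activation factor of the enzyme at least 2-fold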; note: the source names both 10 and 20 µM as test concentration; values of inactives mirror those of a sister screen read the other way
Target sequence (P09923 whole entry, looked up): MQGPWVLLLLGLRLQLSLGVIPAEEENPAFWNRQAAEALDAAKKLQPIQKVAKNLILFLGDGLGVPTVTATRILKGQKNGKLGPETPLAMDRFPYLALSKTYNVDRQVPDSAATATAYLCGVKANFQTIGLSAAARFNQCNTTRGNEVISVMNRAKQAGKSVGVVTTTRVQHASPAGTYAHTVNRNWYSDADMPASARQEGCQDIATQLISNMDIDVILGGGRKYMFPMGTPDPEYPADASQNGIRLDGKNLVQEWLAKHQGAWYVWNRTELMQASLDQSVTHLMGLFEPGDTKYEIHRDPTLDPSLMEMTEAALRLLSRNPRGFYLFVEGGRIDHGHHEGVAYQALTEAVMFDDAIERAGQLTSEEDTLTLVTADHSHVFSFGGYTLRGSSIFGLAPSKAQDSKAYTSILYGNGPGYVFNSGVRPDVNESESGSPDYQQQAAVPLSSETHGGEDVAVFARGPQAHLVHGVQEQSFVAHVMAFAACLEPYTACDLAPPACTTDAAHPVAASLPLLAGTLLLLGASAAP
NALP3 yeast inh: NALP3 inflammasome inhibitors in reconstituted yeast, primary screen, luminescence, uHTS; Yeast reconstituted NLRP3/ASC/caspase-1, beta-gal luminescence, 24 h; inhibition, % at 10 µM; 0.39% of 330,000 active; AID 2825, 2010;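 active = inhibition of 50% or more; inactive = inhibition below 50%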;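 note: plate controls were induced DMSO wells for no effect and uninduced yeast grown without galactose for full effect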
mIAP inh: inhibitors of mouse IAP, primary screen, biochemical, luminescence, uHTS; 0.2% of 330,000 active; intestinal alkaline phosphatase [Mus musculus]; AID 2806, 2010; inhibition, % at 10 µM; purified mouse IAP, CDP-Star luminescence, 30 min;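 active = inhibition of at least 40% at 10 µM in the primary screen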;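 note: plate controls were DMSO with enzyme for no effect and no enzyme wells for full effect; values of inactives mirror those of a sister screen read the other way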
tim10-1 inh: growth inhibitors of tim10-1 mutant yeast, primary screen, luminescence, uHTS | S. cerevisiae tim10-1 ts strain growth, BacTiter-Glo, 24 h | inhibition, % at 20 µM | 2.2% of 330,000 active | AID 463190, 2010;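 active = inhibition of at least 40%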;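 note: mutant grown at 25 °C; 0% = DMSO wells with yeast and 100% = wells holding no yeast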
ATG4B inh: ATG4B protease inhibitors, primary screen, biochemical, fluorescence, uHTS. Cysteine protease ATG4B (Homo sapiens), Q9Y4P1. inhibition, % at 8.33 µM. ATG4B cleavage of LC3-PLA2, NBD-HPC fluorescence, 1 h. AID 504462, 2011. 0.51% of 340,000 active; in the data active = inhibition above about 40%
Target sequence (Q9Y4P1 whole entry, looked up): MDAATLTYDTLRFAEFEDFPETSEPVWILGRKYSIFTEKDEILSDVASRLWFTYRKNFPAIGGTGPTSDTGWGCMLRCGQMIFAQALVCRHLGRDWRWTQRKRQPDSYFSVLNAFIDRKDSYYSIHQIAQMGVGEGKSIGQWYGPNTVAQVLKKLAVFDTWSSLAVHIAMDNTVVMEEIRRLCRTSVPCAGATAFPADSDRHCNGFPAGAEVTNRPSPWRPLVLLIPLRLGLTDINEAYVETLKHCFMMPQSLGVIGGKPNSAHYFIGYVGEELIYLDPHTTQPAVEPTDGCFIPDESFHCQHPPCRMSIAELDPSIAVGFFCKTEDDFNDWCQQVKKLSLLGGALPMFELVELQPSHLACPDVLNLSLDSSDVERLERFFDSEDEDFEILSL
Apaf1 inhib: inhibitors of human Apaf-1 apoptosome, primary screen, biochemical, DEVD-Rh110 fluorescence, uHTS | Apoptotic protease-activating factor 1 (Homo sapiens), O14727 | reconstituted apoptosome caspase-3 activity | inhibition, % at 20 µM | 0.71% of 330,000 active | AID 489030, 2010; active = inhibition of at least 40% at 20 µM;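 note: plate controls were DMSO wells for no effect and DEVD-CHO caspase inhibitor wells for full effect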
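Material: biochemical Apaf-1 apoptosome reconstitution. Medium: Hepes buffer, pH 7.5. Also added: cytochrome c activation, bis-DEVD rhodamine 110 substrate. Timing: 30 min compound preincubation, 50 min activation, room temperature. Measured by: rhodamine 110 fluorescence at Ex 480/Em 540 nm.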
hIAP block: human IAP inhibitors, primary screen, biochemical, luminescence, uHTS. 0.12% of 330,000 active. inhibition, % at 10 µM. AID 2544, 2010. purified IAP, CDP-Star luminescence, 30 min. Intestinal-type alkaline phosphatase (Homo sapiens), P09923;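 active = inhibition reaching a set limit with compound at 10 µM in the primary screen, cut at about 35% in these data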;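 note: plate controls were DMSO wells with enzyme for no effect and no-enzyme buffer wells for full effect; values of inactives mirror those of a sister screen read the other way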
An asterisk follows results filed as active; . = not tested or not shown. An unsorted share of the library; 4.5% or so of the library scored in one or more.

Each structure is followed by: ATG4B inh	NALP3 yeast inh	hIAP block	hIAP activ	Apaf1 inhib	tim10-1 inh	mIAP activ	mIAP inh	TIM10 inh
- O=C(NCC1COCCO1)c1ccc(OC2CCN(CCc3ccccc3)CC2)cc1 (centres undefined)
    -2	15	-26	1.3	-12	-5	0.97	2	-1
- CSc1cccc(NS(=O)(=O)c2ccc3c(c2)NC(=O)C(C)C(=O)N3)c1 (centres undefined)
    -7	-1	5	0.95	0	12	0.95	5	1
- CCCCc1nc(NCCNC(=O)c2ccccc2)c(C#N)c2c1CSC(C)(C)C2
    -2	14	1	0.99	15	3	0.99	1	-102
- COc1ccc(C(=O)N/C(=C/c2cccnc2)C(=O)Nc2cccc(C(C)=O)c2)cc1OC
    -5	21	3	0.97	4	10	1	-3	-7
- COc1cccc2cc(C(=O)C3=C(O)C(=O)N(CCN4CCOCC4)C3c3cccs3)oc12 (centres undefined)
    9	21	1	0.99	3	-1	1	-1	2
- Cc1c(Cl)ccc(S(=O)(=O)NCCN2CCOCC2)c1Cl
    -4	21	12	0.88	12	-9	1	0	-50
- COc1cccc(C(C(=O)Nc2ccc(F)cc2)N(C(=O)Cn2nnc3ccccc32)C2CC2)c1 (centres undefined)
    -11	8	3	0.97	-2	6	1.1	-12	2
- CN1[C@@H]2CCC[C@H]1CC(NC(=O)c1nn(C)c3ccccc13)C2 (some centres undefined)
    10	15	0	1	-8	1	1	-4	-3
- N#CC(C(=O)NC1CCCCC1)=C1CCCCCC1
    8	16	2	0.98	0	8	0.9	10	21
- O=c1cc(O)nc(-c2ccc(Cl)cc2)s1
    11	12	-12	1.1	18	13	0.97	3	22
- Nc1nc(Cl)cc(Sc2ccc(F)cc2)n1
    -8	21	-10	1.1	1	-2	1.1	-12	1
- CCOc1cc(/C=N/NC(=O)C(C)Sc2ccccn2)ccc1O (centres undefined)
    -2	9	-7	1.1	3	16	0.95	5	9
- COc1cc2c(=O)n(CC3CCCO3)c(=O)n(CC(=O)Nc3cccc(Cl)c3)c2cc1OC (centres undefined)
    4	3	-3	1	3	0	1.1	-12	1
- COC(=O)c1sccc1NC(=O)CC1C(=O)NCCN1C(=O)c1ccc(C)c(C)c1 (centres undefined)
    0	13	-6	1.1	-8	-2	1	-2	-13
- COCCCN1C(=O)C2C(C(=O)Nc3cccc(Cl)c3)C3C=CC2(O3)C1C(=O)NC1CCCCC1 (centres undefined)
    -2	14	-12	1.1	-8	11	0.91	9	4
- O=C(NNc1ccc(Cl)nn1)c1ccc(Cl)cc1
    7	8	-13	1.1	4	-4	0.89	11	-6
- Cc1ccc(NC(=O)C2CCCN(S(=O)(=O)c3cccc4cccnc34)C2)cc1 (centres undefined)
    6	10	33	0.67	13	23	0.99	1	20
- Cc1oc2cc3oc(=O)c(CCC(=O)N[C@H](C(=O)O)C(C)C)c(C)c3cc2c1C
    1	9	6	0.94	8	14	1	-1	4
- CN1CCOCCOCCN(C)C(=O)N2CCOCCOCCN(CCOCC2)C1=O
    -1	7	1	0.99	-19	12	1.1	-6	12
- CC1=NN(C(N)=S)C(=O)C1N=Nc1c(C)n(C)n(-c2ccccc2)c1=O (centres undefined)
    -5	24	6	0.94	-3	7	0.89	11	16
- COc1ccc(-c2nnc(N(C)C(=O)c3ccco3)s2)cc1OC
    -7	24	-9	1.1	5	1	0.93	7	-9
- Cc1cc(NC(=O)CSc2nnc(-c3cccnc3)n2C2CCCCC2C)no1 (centres undefined)
    -1	-2	13	0.87	-10	-5	0.88	12	8
- Cc1cccc(N2CC(C(=O)Nc3nnc(SCc4ccccn4)s3)CC2=O)c1 (centres undefined)
    2	2	-3	1	20	10	0.9	10	2
- CSCc1cc(N(C)c2ccccc2)nc(-c2ccccn2)n1
    3	67*	-16	1.2	1	-41	0.97	3	19
- O=C(Nc1cccc(-c2cccc(F)c2)c1)C1CCN(C2CCOCC2)CC1
    9	5	-185	2.9*	6	43*	1.9	-94	-24
- O=C(CCC(=O)N1CCOc2ccccc21)NCCN1CCOCC1
    -9	16	5	0.95	-8	7	1.1	-6	-3
- CCSc1nnc(NC(=O)CN2C(=O)NC3(CCCC3)C2=O)s1
    -5	4	-6	1.1	-3	6	0.96	4	5
- C[C@H](CO)N1C[C@H](C)[C@@H](CN(C)Cc2ccccc2)Oc2c(NC(=O)c3ccncc3)cccc2C1=O
    .	-1	-13	1.1	4	-1	1	-2	-5
- CCCOc1ccc(-c2nc(N)n[nH]2)cc1
    13	5	7	0.93	-1	4	1	-3	-20
- CCOP(=O)(c1ccccc1)C(O)c1ccccc1 (centres undefined)
    1	-9	-15	1.2	3	4	1.1	-13	8
- CCOC(=O)C1=C(C)NC(=O)NC1c1ccc(OCC(=O)OC)c(OC)c1 (centres undefined)
    1	9	-1	1	4	9	0.9	10	6
- CC(=O)Nc1c2c(nn1-c1ccccc1C)CS(=O)C2 (centres undefined)
    -7	15	22	0.78	-8	-14	1.1	-12	-4
- CC(=O)Nc1ccc(/C=C(\C#N)C(=O)NC2CCCCC2C)cc1 (centres undefined)
    -13	16	11	0.89	-3	38	1	-4	68*
- CCCc1cc(=O)[nH]c(SCC(=O)NCCCC(=O)OCC)n1
    1	9	-20	1.2	-3	13	1.1	-7	-2
- CC(O)Cn1c(N2CCCC2)nc2c1c(=O)[nH]c(=O)n2C (centres undefined)
    4	24	-7	1.1	9	8	1.1	-6	-1
- Nc1nnc(SCC(=O)NCCOc2ccccc2)s1
    5	5	13	0.87	-10	5	1	-3	-3
- O=C(c1cc2ccccc2cc1O)N1CCN(c2ccc([N+](=O)[O-])cc2)CC1
    -18	3	0	0.99	19	20	0.89	11	6
- CC(=O)N1CCSc2ccc(S(=O)(=O)Nc3ccc(C)cc3)cc21
    -5	13	12	0.88	0	23	0.98	2	-8
- CC(C)C(NC(=O)c1ccccc1NC(=O)c1ccco1)C(=O)O (centres undefined)
    -1	14	8	0.92	-6	-11	0.96	4	-15
- COc1ccc(C(=O)NCCc2ccc(Cl)cc2)cc1S(=O)(=O)N1CCCCC1C (centres undefined)
    0	14	-52	1.5	6	18	1.1	-11	11
- COc1cccc(-c2csc(N3CCN(C(=O)Nc4ccccc4Cl)CC3)n2)c1
    14	4	-8	1.1	8	20	1	-3	32
- O=C1C2C3C=CC(C2C(=O)N1c1ccccc1O)C1C2C(=O)N(c4ccccc4O)C(=O)C2C31 (centres undefined)
    -13	26	-18	1.2	-6	0	0.98	2	10
- O=C(CSCc1ccccc1)Nc1nccs1
    -7	14	9	0.91	-4	12	1	-4	-13
- COc1ccc([N+](=O)[O-])cc1NC(=O)C(C)N1CCN(C(=O)c2ccco2)CC1 (centres undefined)
    12	4	-12	1.1	8	-5	1	-3	-6
- Cc1ccc(NC(=O)N2CCc3ccccc3C2)cc1
    0	26	5	0.95	-9	9	0.97	3	-2

Quoted at random: two records from the list.
Each structure is followed by: ATG4B inh	NALP3 yeast inh	hIAP block	hIAP activ	Apaf1 inhib	tim10-1 inh	mIAP activ	mIAP inh	TIM10 inh
- O=C(CSCc1ccccc1)Nc1nccs1
    -7	14	9	0.91	-4	12	1	-4	-13
- Cc1ccc(NC(=O)N2CCc3ccccc3C2)cc1
    0	26	5	0.95	-9	9	0.97	3	-2

New compounds follow
Each structure is followed by: ATG4B inh	NALP3 yeast inh	hIAP block	hIAP activ	Apaf1 inhib	tim10-1 inh	mIAP activ	mIAP inh	TIM10 inh
- CC1(C)CC(=O)c2c(-c3cccs3)n[nH]c2C1
    2	3	-1	1	-3	17	0.96	4	1
- COc1ccc(NC(=O)c2sc3nc(N4CCOCC4)c4c(c3c2N)CC(C)(C)OC4)c(OC)c1
    -3	3	-10	1.1	13	24	1	-4	-1
- O=C(OC[C@@H]1CCCN2CCCC[C@H]12)c1cc2ccccc2oc1=O
    7	3	6	0.94	-16	11	1	-2	9
- Cc1[nH]nc2c1C(c1c[nH]c3ccccc13)C(C#N)=C(N)O2 (centres undefined)
    -9	16	15	0.85	-18	-7	0.86	14	6
- COc1ccc(S(=O)(=O)NC(CC(=O)NCc2ccco2)C(C)C)cc1 (centres undefined)
    -3	10	-15	1.1	-9	6	1.1	-6	-1
- CCOC(=O)c1c(C)[nH]c(C(=O)OCc2ccc([N+](=O)[O-])cc2)c1C
    3	15	4	0.96	4	8	0.88	12	3
- O=C(c1ccc([N+](=O)[O-])o1)N1CCN(c2nc3c(F)cc(F)cc3s2)CC1
    -1	19	5	0.95	4	20	0.92	8	37
- CCCCc1ccc(NC(=S)NCCc2ccc(F)cc2)cc1
    4	43	-16	1.2	27	39	1.8	-76	42*
- O=C(NCCNC(=O)c1ccc(-c2ccc(Cl)c(Cl)c2)o1)c1cnccn1
    -18	-2	0	1	1	22	0.93	7	10
- CCOC(=O)c1c(-c2ccccc2)cn2c(C)cc(C)nc12
    -8	-12	-8	1.1	-4	25	0.96	4	27
- c1ccc(CN(Cc2ccccc2)c2ncnc3c2nnn3Cc2ccccc2)cc1
    -4	14	-12	1.1	-12	9	0.92	8	6
- CC1CCCC(C)N1NC(=O)c1cccc(S(=O)(=O)N2CCc3ccccc32)c1 (centres undefined)
    -6	20	-9	1.1	18	15	1.1	-8	3
- CCOC(=O)C1CCN(C(=O)c2cccc(S(=O)(=O)N3CCc4ccccc43)c2)CC1
    -5	-1	8	0.93	-2	25	1	0	15
- O=C(c1ccc2c(c1)OCO2)N1CCCC1
    -6	-1	-6	1.1	-3	6	1.1	-5	0
- COC(=O)C1C(c2ccc(OC)cc2)NC(=O)NC1(O)C(F)(F)Cl (centres undefined)
    3	10	-22	1.2	-5	-7	1	-1	-4
- CCOc1ccc(CCNC(=O)CCc2nnc3ccc(N4CCCCC4)nn23)cc1OCC
    -13	4	2	0.98	-8	5	0.94	6	3
- CCOC(=O)c1c(C)n(C)c2cc([N+](=O)[O-])c(O)c([N+](=O)[O-])c12
    -1	4	-3	1	-3	6	0.94	6	4
- O=C1CN(C(=O)CNC(=O)c2ccc(Cl)cc2Cl)CCN1
    5	7	12	0.88	-8	-17	1	-2	0
- Cc1ccc(Sc2nc3c(c(=O)[nH]c(=O)n3C)n2CCc2ccccc2)cc1
    6	17	0	1	19	-1	0.96	4	-54
- O=C(NCc1ccccc1)c1cccc(NC(=O)c2ccco2)c1
    -1	-7	-14	1.1	-4	-3	0.99	1	10
- NS(=O)(=O)c1ccc(Nc2ccc3cc(S(=O)(=O)N4CCCCC4)ccc3n2)cc1
    -8	3	-2	1	14	-18	0.93	7	2
- O=C(NCC(=O)N(Cc1cccs1)C(C(=O)NC1CCCC1)c1ccncc1)c1ccco1 (centres undefined)
    -12	1	1	0.99	-8	11	0.9	10	4
